# SR-BI DiI-HDL act: SR-BI HDL lipid transfer activation | activation, % at 12.5 µM | AID 504775 | 320,000 tested, 0.096% active | CHO ldlA[mSR-BI] cells, DiI-HDL uptake fluorescence, 3 h; 100 = double the neutral-control signal;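 active means mean replicate activation of at least 60% and every replicate at or above 60%; inconclusive means mean or all-replicate condition met, but not both; inactive means mean below 60% and not all replicates reaching 60%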;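 further: 0% = median plate neutral-control signal and 100% = twice that signal; values of inactives mirror those of a sister screen read the other way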
#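 Test system: SR-BI-overexpressing, LDLR-lacking CHO cells; Also added: labelled HDL, 10 µg/mL; Measured by: bottom-read cell fluorescence after medium removal, ex 550/em 595 nm; Timing: 3 h uptake period with compound, 37 °C; Buffer or medium: F12, 0.5% BSA, 25 mM HEPES; Doses: single compound concentration, delivered by pin transfer.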
# NSD2 HMT inh: NSD2 (human) methyltransferase inhibition. NSD2 peptide methylation, AlphaScreen, 120 min. inhibition, % at 12.5 µM. 310,000 tested, 0.54% active; in the data active means inhibition above about 50%
# MITF act: increases MITF-driven TRPM1 promoter luciferase signal | SK-MEL-5 TRPM1-promoter luciferase, 24 h; % of positive control, neutral wells = 0 | activation, % at 12.5 µM | 300,000 tested, 0.75% active | AID 588334;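 active means mean activation of at least 80% with every replicate also reaching 80%; inconclusive means mean reaches 80% but some replicate falls short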;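 further: 0% = neutral control wells and 100% = parthenolide positive control wells; values of inactives mirror those of a sister screen read the other way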
# PvdQ inh: P. aeruginosa PvdQ acylase inhibition; inhibition, % at 10 µM; purified PvdQ acylase, fluorescence plate reader; 340,000 tested, 0.063% active; in the data active means inhibition above about 30%, passing the limit was not always enough; inconclusive means no clear call, values can overlap the other calls;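 further: 0% = vehicle neutral wells and 100% = reference inhibitor wells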
# CAL PDZ FP-1: blocks peptide binding to human CAL PDZ domain; AID 504414; purified CAL PDZ, TMR-peptide fluorescence polarization, 1 h; inhibition, % at 20 µM; Q9HD26; 330,000 tested, 0.02% active;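 active means highest replicate inhibition of at least 40%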;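 further: plate controls were DMSO neutral control wells for no effect and unlabeled competitor peptide control wells for full effect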
#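 Assay system – tagged CAL PDZ protein CerCALP, purified · Timing – 1 h at RT · Compound – single point, 20 µM · Measured by – fluorescence polarization from S- and P-plane intensities, G-factor corrected · Evaluation – inhibition from polarization loss · Probe or stimulus – TMR reporter peptide T*-PRC34 · Buffer or medium – pH 7.4 phosphate-saline buffer, reducing agent, detergent, IgG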
# SR-BI DiI inh: inhibitors of mouse SR-BI mediated HDL lipid uptake. Q61009. ldlA[mSR-BI] CHO cells, DiI-HDL uptake fluorescence, 3 h. 320,000 tested, 0.96% active. inhibition, % at 12.5 µM. AID 488896;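 active means mean replicate inhibition of at least 70% and a set share of replicates each scoring 70 or more; inconclusive means meets just one of the two criteria; inactive means fails both criteria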;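 further: 0% = median of neutral control wells and 100% = median of positive control wells; values of inactives mirror those of a sister screen read the other way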
# CAL PDZ FP-2: CAL PDZ (human) peptide binding inhibition | Q9HD26 | AID 602252 | inhibition, % at 24.9 µM | 300,000 tested, 0.92% active | purified CAL PDZ, TMR-peptide fluorescence polarization, 1 h;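 active means mean inhibition of at least 30% with at least half of replicates also reaching 30%; inconclusive means no clear call, values can overlap the other calls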;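 further: 0% = DMSO neutral control and 100% = excess unlabeled competitor peptide PRC23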
# dFosB activator: mouse delta FosB homodimer activation. P13346. purified delta FosB, TAMRA-CDK5 oligo fluorescence polarization; percent of positive-control signal above neutral wells. AID 493131. activation, % at 25 µM. 340,000 tested, 0.99% active;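 active means mean activation above about 17%, with every replicate also reaching it, limit read from the data, passing the limit was not always enough; inconclusive means only one of the two conditions met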;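 further: fluorescence polarization rise as delta FosB binds a TAMRA Cdk5 AP-1 oligo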
# PfHsp90 set2: reduces growth (ATP signal) of yeast expressing P. falciparum Hsp90. S. cerevisiae expressing PfHsp90, BacTiter-Glo ATP, 48 h; yeast lacking PDR1 and PDR3 efflux regulators. inhibition, % at 9.4 µM. 310,000 tested, 0.32% active;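 active means every replicate shows inhibition above about 80%, whatever the replicate mean, limit read from the data; inconclusive means mean inhibition reaches the set limit but some replicate falls short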;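 further: 0% = DMSO neutral controls and 100% = 20 µM radicicol positive controls; yeast relying on Plasmodium falciparum Hsp90 in place of its own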
# Rtt109 HAT inh: inhibitors of Candida albicans Rtt109/Vps75 histone acetyltransferase | Q5AAJ8 | purified Rtt109/Vps75, ThioGlo CoA-SH fluorescence, 4 h | inhibition, % at 34.9 µM | 330,000 tested, 0.16% active | AID 540336;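 active means inhibition of at least 50% in every replicate; inconclusive means best replicate reaches 50% inhibition but some replicates fall short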
# Numbers without * were called inactive; ? = inconclusive; / = not tested or not shown.
SMILES,SR-BI DiI-HDL act,NSD2 HMT inh,MITF act,PvdQ inh,CAL PDZ FP-1,SR-BI DiI inh,CAL PDZ FP-2,dFosB activator,PfHsp90 set2,Rtt109 HAT inh
CC(C)(C)OC(=O)CNC(=O)c1[nH]cnc1C(=O)Nc1ccc(Cl)cc1,12,/,1,3,-1.9,-12,-4,-4,15,3
COc1ccc(-c2nnc(SCC(=O)/C(C#N)=C(\C)N)o2)cc1,-13,6,29,-1,-1.0,13,/,-13,/,-5
Cc1cccc(NC(=O)CN2CCc3cc4c(cc3C2C)OCCCO4)c1 (stereo unspecified),-11,23,-2,4,-1.1,11,2,-4,-1,9
COc1ccc(NC(=O)NNS(=O)(=O)c2ccc(Br)cc2)cc1,24,1,12,15,-1.6,-24,1,-3,-1,7
CCOC(=O)c1c(C)c(C(=O)Nc2cc(F)ccc2F)c(C)n1C,-41,-2,3,11,-0.2,41,-5,1,-10,4
CCN(CC)C(=O)c1cccc2nc3ccccc3nc12,-6,5,-12,2,0.3,6,6,-2,5,3
O=C(O)CCC(=O)N1CCc2cc(S(=O)(=O)Nc3ccc4c(c3)OCCO4)ccc21,3,/,/,-20,-0.8,-3,/,1,/,1
CN(CCO)c1ccc([N+](=O)[O-])cc1C(=O)O,15,0,1,-1,-2.6,-15,-3,-2,-7,10
CC(NC(=O)COC(=O)c1cc(Cl)ccc1O)C1CC2CCC1C2 (stereo unspecified),-13,6,10,-6,-1.1,13,0,-6,8,-5
Nc1cc2c(cc1Br)[nH]c(=O)c1ccccc12,-19,/,-93,-7,0.1,19,2,-11,-12,0
CCc1cc2c(=O)c(-c3nc4ccccc4n3C)coc2c(CN2CCCCC2C)c1O (stereo unspecified),-3,0,/,-14,-0.4,3,0,-9,-8,3
Cc1ccnc(NS(=O)(=O)c2cccc([N+](=O)[O-])c2)c1,13,-4,4,0,-0.2,-13,-3,-6,-9,-6
COc1ccc(C(C(=O)NC2CCCC2)N(C(=O)c2ccco2)c2cccc(C(C)=O)c2)cc1OC (stereo unspecified),/,1,/,6,-0.8,/,-3,-5,-4,4
CC(C)Oc1cc2ccccc2cc1CNC[C@H]1O[C@@H](n2cnc3c(N)ncnc32)[C@H](O)[C@@H]1O,21,/,0,-8,0.8,-21,-1,-7,-4,-9
CCOc1ccc(CCNC(=O)c2ccc3c(=O)[nH]c4c(C(=O)NC(C)C)sc(=S)n4c3c2)cc1,-50,6,4,9,-0.6,50,-3,-15,1,2
COc1cc(NC(=O)COc2cc3oc(=O)cc(C)c3cc2Cl)cc(OC)c1OC,2,-1,-2,-12,-0.7,-2,-2,-2,-1,-11
O=C(Cc1ccc([N+](=O)[O-])cc1)OCc1ccc([N+](=O)[O-])cc1,/,23,-6,-1,-0.3,/,/,-2,-14,15
Cc1csc2cc(-c3cccc([N+](=O)[O-])c3)c(-c3cccc([N+](=O)[O-])c3)c[n+]12,21,3,-24,4,1.1,-21,-6,1,4,-9
N#CC1=C(N)OC2=C(C(=O)CC(c3ccccc3)C2)C1c1ccc2c(c1)OCO2 (stereo unspecified),-12,0,9,-14,-2.8,12,0,-10,26,5
COc1ccccc1-n1c(=S)[nH]c2c(sc(=S)n2-c2ccccc2C)c1=O,41,/,14,-8,0.8,-41,75*,-8,-2,3

# The last 2 records of the part before come first, to join the parts.
SMILES,SR-BI DiI-HDL act,NSD2 HMT inh,MITF act,PvdQ inh,CAL PDZ FP-1,SR-BI DiI inh,CAL PDZ FP-2,dFosB activator,PfHsp90 set2,Rtt109 HAT inh
N#CC1=C(N)OC2=C(C(=O)CC(c3ccccc3)C2)C1c1ccc2c(c1)OCO2 (stereo unspecified),-12,0,9,-14,-2.8,12,0,-10,26,5
COc1ccccc1-n1c(=S)[nH]c2c(sc(=S)n2-c2ccccc2C)c1=O,41,/,14,-8,0.8,-41,75*,-8,-2,3
Cc1nc2sc3c(c2c(=N)n1N)CC(C)(C)OC3,4,7,8,-11,-0.1,-4,-6,-11,14,6
COC(=O)CCSc1cc([N+](=O)[O-])cc2c1c(C1OCCS1)nn2-c1ccccc1 (stereo unspecified),-2,0,0,-3,/,2,-3,-2,11,3
O=C1COc2ccc(C(=O)c3ccccc3C(=O)NCc3ccco3)cc2N1,2,4,-8,4,-2.8,-2,-2,-2,11,72*
COCCNC(=S)N1CCN(S(C)(=O)=O)CC1,16,-2,-4,-3,-0.2,-16,-3,4,4,-5
NC(=O)CC(NC(=O)c1ccccc1)c1ccc(N2CCc3ccccc3C2)c([N+](=O)[O-])c1 (stereo unspecified),-3,/,-2,-14,-1.5,3,-1,-4,3,-8
Cc1ccccc1OCC(=O)N/N=C/c1ccco1,-11,0,/,2,/,11,-3,-6,/,6
O=C(Nc1ccccc1O)c1ccc2c(c1)C(=O)N(N1C(=O)c3ccccc3C1=O)C2=O,-5,2,-5,5,0.7,5,3,2,6,-10
C[C@]1(C(=O)NCc2cc(F)cc(C(F)(F)F)c2)C=C[C@@H](Cc2ccccc2)N1C(=O)c1ccccc1,-12,/,/,7,-0.4,12,-6,6,23,0
O=C(NCc1ccccc1C(F)(F)F)C1CC(c2cc(C(F)(F)F)cc(C(F)(F)F)c2)=NO1 (stereo unspecified),-16,/,-3,-15,-0.6,16,-2,0,-3,-6
CCOC(=O)CNS(=O)(=O)c1cc(-c2n[nH]c(=O)c3ccccc23)ccc1C,-8,-1,-8,-15,-3.4,8,-3,-10,-10,-9
Cc1ccc(S(=O)(=O)n2cnc3cc([N+](=O)[O-])ccc32)c(C)c1,11,1,11,-17,0.4,-11,-6,2,-3,3
Cc1nnc(SC(C)C(=O)Nc2ccc3c(c2)OCCO3)s1 (stereo unspecified),-30,0,10,-7,-2.0,30,-2,4,23,-4
CCOC(=O)N1CCN(CCC(=O)Nc2ccc(C)cc2)CC1,30,2,-4,-6,0.1,-30,-5,-2,-19,-2
COc1cc(C(=O)O)cc(NC(=O)c2ccco2)c1OC,-1,0,-4,-10,-0.5,1,1,3,15,2
CC(C)N(CCNC(=O)COc1ccc2oc3c(c2c1)CCCC3)C(C)C,12,2,-3,2,-4.4,-12,-5,-3,18,-1
O=C(COc1ccccc1)Nc1ccncc1,13,-1,-6,-12,-0.5,-13,/,2,11,-3
COc1cccc2c1C(=O)c1c(O)c3c(c(O)c1C2=O)C[C@](O)(C(C)=O)C[C@H]3O[C@@H]1C[C@@H](N)[C@@H](O)[C@@H](C)O1,-29,/,-88,-8,14,29,10,-351,-36,?
C#CCNC(=O)C1=C[C@@H](c2coc3ccccc3c2=O)C[C@@H](OCCCCO)O1,14,/,1,-6,0.2,-14,-2,-3,-5,1
CCSc1nnc(Nc2ccc(C)cc2)s1,-8,1,89*,0,-1.8,8,-10,7,/,1
O=C(COC(=O)CNC(=O)c1ccc(Cl)cc1)Nc1ccc(Cl)cc1C(F)(F)F,40,1,8,-13,-2.5,-40,-3,-4,49,-4
CC(C)N1C(=O)CN(C2CCCCCC2)C(=O)C1c1ccccc1F (stereo unspecified),-4,7,7,-15,-0.4,4,/,-3,2,12
O=C(c1ccc(F)cc1)N1CCCC(C(=O)N2CCN(c3ccccc3)CC2)C1 (stereo unspecified),22,-1,/,-8,0.7,-22,1,0,-7,-11
Cc1cc(SCC(=O)N/N=C/c2ccc(O)c(O)c2)nc2ccccc12,-6,21,-19,-14,-0.6,6,-10,-8,-4,21
Cc1ccc(-c2cc(C(=O)N/N=C/C=C/c3ccccc3)n[nH]2)s1,-6,0,15,-3,-1.4,6,2,?,7,16
O=C(c1ccc(Cl)cc1)N1CCCOC1,15,-3,-14,10,-1.7,-15,2,5,18,1
CCCCC1=CC2=C(c3ccco3)C(=O)C(C)(OC(=O)c3ccc(OC)cc3)C(=O)C2=CN1CCN1CCOCC1 (stereo unspecified),/,/,8,-6,0.4,/,-2,-8,-1,16
O=C(Cn1cnc2ccccc2c1=O)c1ccc2ccccc2c1,-4,-1,52,-7,-4.0,4,-2,-4,16,5
COc1ccc(NC(=O)c2nc(C)c(C3(C)CC(c4cccnc4)=NO3)s2)cc1 (stereo unspecified),-66,/,-35,0,-0.8,66,-2,-11,/,18
Cc1ccc(C)c(OCC(=O)N(Cc2nnc(-c3ccccc3Cl)o2)C2CC2)c1,-2,-2,-10,-17,-0.3,2,-5,-4,-29,17
CN(C1CCCCC1)S(=O)(=O)c1cccc2nsnc12,/,3,-9,-15,-1.4,/,-2,-1,14,-7
CCN(CC)c1ccc(C(=C2C=CC(=[N+](CC)CC)C=C2)c2ccc(N(CC)CC)cc2)cc1,-89,154*,/,12,12,89*,12,7,136*,12
C#CCOCCOCCOCCNc1nc(N2CCN(C(=O)CCCCCCCCCCNC(=O)Cn3cc(CCCCCN)nn3)CC2)nc(N2CCN(C(=O)CCCCCCCCCCNC(=O)[C@H]([C@@H](C)CC)n3cc(CCCCCN)nn3)CC2)n1,-43,/,-96,-8,-0.8,43,-1,-209,50,?
CC(C)c1ccccc1NC(=O)CN1C(=O)c2ccccc2C1=O,-13,-2,0,-7,0.9,13,-2,4,11,0
Cc1cc(-c2ccc(C(C)C)c(S(=O)(=O)N3CC(=O)Nc4ccccc43)c2)on1,26,18,11,-6,-2.3,-26,-2,-12,16,8
O=C(Cc1ccc(F)cc1)Nc1nnc(-c2ccc(F)cc2)o1,-3,-5,2,-8,-2.1,3,-2,9,-25,-3
O=C1N(Cc2ccccc2)c2ccccc2C12OCCO2,-3,2,/,-6,-1.7,3,-3,-7,-22,2
CCCOc1ccc(NCC(=O)Nc2ccc(C)cc2C)cc1,-9,/,/,-15,-5.9,9,-3,-4,-17,12
CCOC(=O)C1(Cc2cccc(F)c2)CCN(C(=O)C2CCC2)CC1,-45,-3,20,7,-3.7,45,4,-7,-6,-6
Cc1cc(-c2[nH]nc3c2C(c2ccsc2)C(C#N)=C(N)O3)c(C)s1 (stereo unspecified),25,4,-7,20,-0.5,-25,-3,-5,-15,22
Cc1ccccc1C(=O)N/N=C/c1ccc(Sc2ccccn2)o1,-21,-1,9,17,-2.3,21,-1,-1,-18,0
CCCC[n+]1c(C)sc2cc(OC)ccc21,-3,-1,/,2,0.1,3,/,1,-13,185*
Cc1cc(C(=O)COC(=O)/C=C/c2ccc(F)cc2)c(C)n1C,-9,0,19,-6,-0.1,9,2,-9,12,6
CCOc1ccccc1-c1cc(-c2ccccc2)nc2c1c(=O)n(C)c(=O)n2C,17,11,/,5,-1.7,-17,-2,-1,5,4

# Screens from PubChem BioAssay.
